Screening data: PubChem, Broad Institute
RAD54 inh – inhibitors of human RAD54 branch migration, primary screen, biochemical, fluorescence, single point; DNA repair and recombination protein RAD54-like (Homo sapiens), Q92698; RAD54 Holliday junction branch migration, FAM/BHQ fluorescence; inhibition, % at 10.4 µM; hit rate 0.14% among 360,000; AID 602329, 2012;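 active = mean normalized replicate activity at least 40 and at least half of replicates scoring 40 or more; inconclusive = only one of the two criteria met; inactive = mean below 40 and under half of replicates reaching 40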;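 note: 0% = median of neutral control wells and 100% = median of positive control wells; inhibitors cause a drop in the FAM fluorescence signal; in these data hits start at about 50%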
miR122 inh – miR-122 Renilla sensor signal increase in Huh7, primary screen, miR-122 inhibitor project, cell-based, single point, plate reader | Huh7 miR-122 Renilla luciferase sensor, 48 h; neutral wells = 0, positive control = 100 | activation (reporter increase), % at 12.5 µM | hit rate 0.3% among 340,000 | AID 602342, 2012;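 active = mean replicate activation score at least 90 and every replicate individually at or above 90; inconclusive = only one of the two criteria met; inactive = neither criterion met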;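 note: higher luciferase means less miR-122 activity so hits act as miR-122 inhibitors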
E-sel inducer – E-selectin induction in HUVECs, primary screen, imaging, HUVEC, immunofluorescence imaging, single point | AID 686992, 2013 | hit rate 0.37% among 260,000 | normalized: neutral wells 0, TNF-alpha wells 100 | activation, % at 7.58 µM;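 active = mean E-selectin-positive cell signal at least 10% of the positive control, reached in at least 60% of replicates, without over 20% cell loss; inconclusive = no rule given, readout overlaps actives, possibly toxicity-flagged; inactive = the rest, including those meeting only one limit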;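 note: in these data hits start at about 27%; measured in HUVEC primary endothelial cells; signal is the percent of cells scored E-selectin positive by PE staining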
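Test system: HUVEC | Signal: Immunofluorescence imaging | Read-out: Percent E-selectin-positive cells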
Cneo AK release – Cryptococcus neoformans cell lysis inducers, primary screen, AK release luminescence, single concentration | C. neoformans lysis, adenylate kinase release luminescence, 4 h; normalised: neutral wells 0, clomiphene wells 100 | hit rate 0.2% among 360,000 | lysis activity, % at 15 µM;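 active = mean lysis activity across replicates of at least 80%, whatever share of replicates individually reach that level; inactive = mean lysis activity below 80%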
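Material: C. neoformans cells | Amount: Yeast cell density of 5 × 10^6 cells/mL | Medium: Fresh YPD growth medium | Dosing: Single dose | Times: Static 4 h at 37 °C with compound, 1 h detection | Detection: AK luminescence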
PglD DTNB – C. jejuni PglD acetyltransferase inhibitors, primary screen, biochemical, DTNB colorimetric, single point; hit rate 0.098% among 360,000; purified PglD enzyme, DTNB colorimetric CoA detection; UDP-N-acetylbacillosamine N-acetyltransferase PglD (Campylobacter jejuni); AID 602405, 2012; inhibition, % at 12.5 µM; in the data active = inhibition above about 16%, passing the limit was not always enough; inconclusive = no clear call, values can overlap the other calls; note: strong numbers were not always called active
ERAP1 inh – human ERAP1 aminopeptidase inhibitors, primary screen, biochemical, single point, plate reader; recombinant ERAP1, Leu-AMC fluorescence, 60 min; Endoplasmic reticulum aminopeptidase 1 (Homo sapiens), Q9NZ08; hit rate 0.15% among 340,000; inhibition, % at 10.7 µM;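 active = mean replicate inhibition of at least 30%, or all replicates individually reaching that 30% level; inactive = mean below 30% and not every replicate reaching it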;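 note: 0% = neutral control wells and 100% = L-leucinethiol positive control wells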
PGC1a acetyl inh – inhibitors of PGC1a acetylation signal, primary screen, cell-based, U2OS, AlphaScreen, inhibitor mode; inhibition, % at 15.6 µM; AlphaScreen anti-acetyl-lysine; with virally co-expressed GCN5 acetyltransferase; hit rate 0.17% among 350,000;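 active = every replicate shows inhibition of at least 40%; inconclusive = mean inhibition at least 40% but some replicate below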;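 note: 0% = neutral control wells and 100% = positive control wells; some results beyond the cut were filed as inactive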
RAD52 anneal inh – RAD52 DNA annealing inhibitors, primary screen, biochemical, FRET, single point, set 2. DNA repair protein RAD52 homolog (Homo sapiens), P43351. recombinant RAD52 DNA annealing, FRET fluorescence. inhibition, % at 18.7 µM. hit rate 0.46% among 360,000. AID 651710, 2012;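 active = every replicate showing at least 50% inhibition; inconclusive = mean inhibition at least 50% but not in every replicate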
Target sequence (P43351 whole entry, looked up): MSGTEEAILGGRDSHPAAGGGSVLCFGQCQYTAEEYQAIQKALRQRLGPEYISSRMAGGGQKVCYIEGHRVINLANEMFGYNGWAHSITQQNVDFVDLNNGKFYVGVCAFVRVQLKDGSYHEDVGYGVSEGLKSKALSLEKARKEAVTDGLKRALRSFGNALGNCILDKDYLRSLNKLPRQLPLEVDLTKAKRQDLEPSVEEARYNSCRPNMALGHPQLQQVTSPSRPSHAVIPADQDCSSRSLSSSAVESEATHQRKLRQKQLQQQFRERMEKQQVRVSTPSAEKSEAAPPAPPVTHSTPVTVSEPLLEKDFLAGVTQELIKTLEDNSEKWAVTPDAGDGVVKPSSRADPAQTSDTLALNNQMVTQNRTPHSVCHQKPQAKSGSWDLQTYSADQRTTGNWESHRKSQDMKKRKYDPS
The depositor's hits bear a star; i = inactive; u = inconclusive; x = no result given; [ ] = dose if it differs, or a comment.

Structure,RAD54 inh,miR122 inh,E-sel inducer,Cneo AK release,PglD DTNB,ERAP1 inh,PGC1a acetyl inh,RAD52 anneal inh
CSc1ccc(CCNC(=O)C2CCCN(c3nn4c(=O)cc(C)nc4s3)C2)cc1 (configuration not stated),-1,-4,-0.1,0,-3,0,x,-4
O=C(CN1C(=O)NC2(CCCC2)C1=O)N1CCCSC1=Nc1ccccc1,-9,-9,-0.2,0,1,3,-1,-5
CO[C@H]1CN(C)C(=O)c2ccc(NC(C)=O)cc2OC[C@H](C)N(C(=O)c2cnccn2)C[C@@H]1C,x,x,0.1,x,x,-1,3,-3
CO[C@H](C(=O)N(C)C[C@H]1OCc2ccccc2-c2c(n(C)c3ccccc23)C(=O)N([C@H](C)CO)C[C@@H]1C)c1ccccc1,0,x,-3.4,1,-1,2,12,8
Cc1noc(C)c1COc1ccc(C(=O)NCC2CCCO2)cc1 (configuration not stated),-4,0,x,-1,3,x,-1,x
Cc1cc(C)c(CN2CCN(CCCn3cnc(C(=O)Nc4ccc(C)c(C)c4)n3)CC2)c(C)c1,5,-22,0.0,6,-5,-7,-34,56*
O=C(C1CC(=O)N(c2ccc(F)cc2)C1)N1CCN(c2ccccc2)CC1 (configuration not stated),-6,3,-3.6,2,-1,-2,4,-52
CN(C)S(=O)(=O)c1ccc(C(=O)Nc2nnc(Cc3ccccc3)s2)cc1,-3,1,x,-2,4,x,2,x
COc1ccc(CN(C)C[C@@H]2OCCCC[C@H](C)Oc3ccc(NC(=O)CCCN(C)C)cc3C(=O)N([C@@H](C)CO)C[C@H]2C)cc1,x,x,11,x,x,0,6,-10
C[C@H](O)[C@@H](C(=O)N1CCN(C(=O)OC(C)(C)C)CC1)n1cc(CCCCNC(=O)OC(C)(C)C)nn1,0,-2,-0.1,2,-3,1,x,-18
O=C(CNC(=O)C12CC3CC(CC(C3)C1)C2)N/N=C\c1ccco1,0,-7,0.1,2,-1,-2,9,-13
Oc1ccc2ccccc2c1-c1sc(Nc2ccccc2)n[n+]1-c1ccc(F)cc1,-12,x,0.0,10,1,1,x,i
Nc1nc(=S)c2ncn([C@@H]3O[C@H](CO)[C@@H](O)[C@H]3O)c2[nH]1,-5,-10,0.0,-1,2,2,6,-6
CC(C)n1nc(C(=O)Nc2cccc(S(=O)(=O)NCc3ccco3)c2)c2ccccc2c1=O,x,99*,3.5,x,x,-3,-9,-10
O=C(c1ccc(NS(=O)(=O)c2cccs2)cc1)N1CCCCC1,-3,3,x,1,-3,x,-13,x
O=C(COC(=O)c1nsc(Cl)c1Cl)NC1CCCCC1,x,1,3.0,x,x,0,-19,-1
N#Cc1ccc(CCc2ccccc2)[nH]c1=O,-5,x,-0.1,0,-4,3,u,-7
C/C(=N\NC(=O)c1cc(Br)ccc1O)c1cccs1,3,0,-0.1,-2,1,3,9,-18
CC(=O)Nc1ccc(S(=O)(=O)NCC2CCCO2)cc1 (configuration not stated),9,1,1.1,2,8,4,-5,-7
CCOc1ccc(C(=O)N2CCC3(CC2)NCCc2[nH]cnc23)cc1,3,3,x,0,1,2,6,-10
CCOC(=O)c1c(-c2ccccc2)c2cc(OC)ccc2n1CCCN(C)C,18,-6,1.6,4,-8,-4,-32,50
Nc1ccc(-c2nc3cc(N)ccc3o2)cc1,-4,-4,x,-8,6,-1,-1,-5
COc1cc2c(CCNC(C)=O)c[nH]c2cc1O,8,-2,0.3,0,0,-3,x,-3
COc1cc(C2Nn3c(nnc3-c3ccccc3OC)S2)ccc1O (configuration not stated),-3,-3,x,-1,5,x,1,x
COc1ccccc1C(=O)NCCC(=O)N(C)Cc1cccnc1,-1,x,0.9,-1,3,2,x,8

Retrieved one by one from the list above (3):
Structure,RAD54 inh,miR122 inh,E-sel inducer,Cneo AK release,PglD DTNB,ERAP1 inh,PGC1a acetyl inh,RAD52 anneal inh
O=C(CNC(=O)C12CC3CC(CC(C3)C1)C2)N/N=C\c1ccco1,0,-7,0.1,2,-1,-2,9,-13
COc1cc(C2Nn3c(nnc3-c3ccccc3OC)S2)ccc1O (configuration not stated),-3,-3,x,-1,5,x,1,x
O=C(COC(=O)c1nsc(Cl)c1Cl)NC1CCCCC1,x,1,3.0,x,x,0,-19,-1

6 entries already listed, arranged by the value under PGC1a acetyl inh, high to low:
structure	PGC1a acetyl inh
C/C(=N\NC(=O)c1cc(Br)ccc1O)c1cccs1	9
COc1ccc(CN(C)C[C@@H]2OCCCC[C@H](C)Oc3ccc(NC(=O)CCCN(C)C)cc3C(=O)N([C@@H](C)CO)C[C@H]2C)cc1	6
CO[C@H]1CN(C)C(=O)c2ccc(NC(C)=O)cc2OC[C@H](C)N(C(=O)c2cnccn2)C[C@@H]1C	3
CN(C)S(=O)(=O)c1ccc(C(=O)Nc2nnc(Cc3ccccc3)s2)cc1	2
O=C(CN1C(=O)NC2(CCCC2)C1=O)N1CCCSC1=Nc1ccccc1	-1
O=C(COC(=O)c1nsc(Cl)c1Cl)NC1CCCCC1	-19

Next compounds follow.
Structure,RAD54 inh,miR122 inh,E-sel inducer,Cneo AK release,PglD DTNB,ERAP1 inh,PGC1a acetyl inh,RAD52 anneal inh
COc1ccc(S(=O)(=O)N[C@@H]2CC[C@@H](CC(=O)N3CCC(Cc4ccccc4)CC3)O[C@@H]2CO)cc1,5,x,-2.1,0,0,2,7,3
CC(C)c1nnc(NC(=O)C2CCN(c3cnccn3)CC2)s1,-2,11,0.0,0,-2,x,6,x
CCN1CCCC1CNC(=O)Cn1cccc1C(=O)c1ccccc1C (configuration not stated),-3,0,x,5,-4,x,-7,x
O=C(Nc1ccccc1N1CCCC1)c1cc(S(=O)(=O)N2CCOCC2)ccc1Cl,-6,x,1.9,0,1,0,x,-20
CSc1ccccc1C(=O)Nc1nccs1,6,-5,x,0,-3,x,-7,x
COc1ccccc1NC(=O)COC(=O)CNC(=O)c1ccc(OC)c(OC)c1,3,-8,x,-2,-1,x,-7,x
Oc1c(Br)cc(C2N=C(c3ccccc3Cl)NO2)cc1Br (configuration not stated),8,3,x,1,-2,x,-5,x
Cc1ccn2c(/C=N/OCc3cccc(F)c3)c(-c3ccc(Cl)cc3)nc2c1,0,3,x,0,x,x,-1,x
Cc1cccc(NC(=O)CN2C(=O)NC3(CCCC3)C2=O)n1,-7,-6,0.1,1,0,-2,3,-9
CN(C)CCNC(=O)c1cc2sc3ccccc3c2s1,47,x,5.4,-1,1,5,x,36
CCCCN(C)CCNC(=O)c1cc2cc3ccc(OC)cc3nc2o1,53*,-16,0.2,-2,-3,-2,40,7
O=C(O)C[C@H]1c2cc(C(F)(F)F)ccc2S(=O)(=O)N1C1CCN(Cc2ccccc2)CC1,-3,-2,-0.2,10,3,-2,14,-20
O=C(Nc1ccc(OCCO)cc1)c1csc([C@@H]2C[C@H](O)[C@@H](CO)O2)n1,-3,-9,0.3,2,-1,0,7,-6
CC(C)NC(=O)N(C)C[C@@H]1Oc2ccc(NC(=O)CCC(F)(F)F)cc2C(=O)N([C@H](C)CO)C[C@@H]1C,-9,1[16.7 µM],-1.4,2,3,-1,-3,11
Cc1noc(C)c1NC(=O)Nc1ccc2c(c1)C(=O)N([C@H](C)CO)C[C@@H](C)[C@@H](CN(C)CC1CCCCC1)O2,1,-4[16.7 µM],-1.5,-2,0,-1,1,16
CCCC#Cc1ccc2c(c1)[C@H]1[C@H](CCN1S(=O)(=O)c1cn(C)cn1)[C@H](CO)N2,x,x,0.2,x,x,2,-8,6
O=C(Oc1ccccc1N1C(=O)C2CCCCC2C1=O)c1ccc(Cl)cc1 (configuration not stated),1,4,x,0,-2,x,-2,x
Cc1c(Cl)cccc1NC(=O)CCN1CCOCC1,1,-3,x,2,1,-3,1,5
CCCNC(=O)N1CC2(C1)CN(C(=O)COC)[C@@H](CO)c1[nH]c3cc(OC)ccc3c12,x,x,-0.1,x,x,-3,8,-8
COCC#Cc1cnc2c(c1)C(=O)N([C@H](C)CO)C[C@@H](C)[C@@H](CN(C)C(=O)c1cnccn1)O2,5,0[16.7 µM],x,0,-2,8,5,-15
NCC(c1ccco1)c1c[nH]c2ccccc12 (configuration not stated),-10,1,6.3,2,-1,5,21,-7
COc1cc(C(C)=O)ccc1OCC(=O)NCC(c1ccc(F)cc1)N1CCOCC1 (configuration not stated),0,-5,-0.2,-1,4,1,18,-19
CN1CCN(C(=O)C[C@H]2CC[C@H](NC(=O)Cc3ccccn3)[C@H](CO)O2)CC1,-1,-9[16.7 µM],-0.1,-5,-1,2,-1,5
O=C(C[C@H]1CC[C@@H](NC(=O)NC2CCCCC2)[C@H](CO)O1)NCc1ccc(Cl)cc1,-2,x,0.0,-1,1,1,-2,-11
Nc1nonc1-n1nnc(C(=O)N/N=C/c2cccnc2)c1CSc1ccccc1,2,0,x,1,1,0,1,-8
CC(C)(C)c1cc(CCC(=O)NCc2cccnc2)cc(C(C)(C)C)c1O,2,7,-0.2,-1,0,-3,-8,-9
CCOC(=O)c1c(CN2CCOCC2)oc2ccc(OC(C)=O)cc12,1,-3,x,-5,7,1,8,-11
COc1ccc(C(=O)Nc2ccc3c(c2)OC[C@H](C)NC[C@H](C)[C@@H](OC)CN(C)C3=O)cc1,x,x,0.8,x,x,-2,1,11
O=S(=O)(N[C@@H]1CC[C@@H](CCn2cc(C3(O)CCCC3)nn2)O[C@@H]1CO)c1ccc(F)cc1,3,x,-2.5,-10,-1,-1,-1,-6
